# TRPC6 inhibitor = mouse TRPC6 channel inhibitors, primary screen, cell-based, HEK293, membrane potential dye; ACh-evoked depolarization; stronger effect = lower value; B-score at 10 µM; actives 1.1% (n = 310,000); AID 2553, 2010;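 active means B-score under library mean minus 3 SD, initial fluorescence not abnormally high, positive integrated signal ratio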;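 further: B-score derived from integrated fluorescence ratio over the kinetic read; more negative B-score means stronger inhibition of depolarization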
# TRPC6 act = mouse TRPC6 channel activators, primary screen, cell-based, HEK293, membrane potential dye. Short transient receptor potential channel 6 (Mus musculus), Q61143. HEK293-TRPC6 membrane potential dye fluorescence; stronger effect = higher value. B-score at 10 µM. actives 0.13% (n = 310,000);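 active means B-score of the integrated fluorescence ratio above library mean plus 3 SD, and starting fluorescence ratio within library mean plus 5 SD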;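 further: higher score means more depolarization so channel activation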
# MrgX1 antag = antagonists of human MrgX1 receptor, primary screen, HEK293 cells, Fluo-4 calcium flux | Mas-related G-protein coupled receptor member X1 (Homo sapiens), Q96LB2 | BAM8-22 antagonism; stronger effect = lower value | B-score at 10 µM | actives 1.3% (n = 310,000) | AID 588676, 2011;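 active means calcium-response B-score plate-corrected more than 3 library SD below zero, starting fluorescence within 5 deviations, no agonist response on first addition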;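 further: peak minus trough fluorescence over baseline after final BAM8-22 challenge near maximal dose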
# Target sequence (Q96LB2 whole entry, looked up): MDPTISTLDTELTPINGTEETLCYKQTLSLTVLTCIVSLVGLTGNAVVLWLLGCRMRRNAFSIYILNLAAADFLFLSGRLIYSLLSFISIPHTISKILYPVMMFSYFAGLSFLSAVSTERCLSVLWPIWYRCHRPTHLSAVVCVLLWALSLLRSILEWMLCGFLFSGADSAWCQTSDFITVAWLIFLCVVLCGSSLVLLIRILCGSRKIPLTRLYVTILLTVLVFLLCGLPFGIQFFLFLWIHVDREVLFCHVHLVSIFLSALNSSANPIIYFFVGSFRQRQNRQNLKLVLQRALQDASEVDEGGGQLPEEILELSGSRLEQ
# MrgX1 agonist = agonists of human MrgX1 receptor, primary screen, HEK293 cells, Fluo-4 calcium flux; Mas-related G-protein coupled receptor member X1 (Homo sapiens), Q96LB2; B-score at 10 µM; actives 0.44% (n = 310,000); AID 588627, 2011; Fluo-4 calcium fluorescence, agonist mode; stronger effect = higher value;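 active means calcium response B-score plate-corrected fluorescence ratio at least 3 library SD, with starting fluorescence B-score inside 5 SD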
#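 Test system: HEK293 cells stably expressing human MrgX1 receptor; amount: 15,000 cells per well; doses: compound delivered in addition one of three; times: overnight plating before 1 h dye loading; detection: Fluo-4 NW calcium-flux fluorescence, kinetic read; read-out basis: B-scored fluorescence response ratio; controls: positive and negative controls per plate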
# RGS4 act = RGS4 potentiators or activators, primary screen, cell-based, HEK293 M3R inducible RGS4, calcium flux; B-score at 10 µM; actives 0.92% (n = 310,000); carbachol calcium flux Fluo4; stronger effect = lower value;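 active means B-score of the integrated calcium signal more than 4 SD below the library mean, with starting fluorescence not abnormally high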;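 further: negative B-score means reduced calcium response which marks RGS4 activation or potentiation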
#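 Also added: carbachol at ECmax as muscarinic agonist stimulus; Assay system: HEK293 cells with stable M3R and inducible RGS4; Timing: overnight RGS4 induction, 30 min dye load 37 °C, 20 min compound RT; Measured by: Fluo4-AM (2 µM) calcium-flux fluorescence, kinetic read.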
# HDAC3 inhib = HDAC3 deacetylase inhibitors, primary screen, biochemical, fluorescence, cell-free homogeneous. Histone deacetylase 3 (Homo sapiens), O15379. recombinant HDAC3, fluorogenic peptide/trypsin coupled. inhibition, % at 8.3 µM. actives 0.15% (n = 320,000); in the data active means inhibition above about 26%, passing the limit was not always enough; inconclusive means no clear call, values can overlap the other calls
# Target sequence (O15379 whole entry, looked up): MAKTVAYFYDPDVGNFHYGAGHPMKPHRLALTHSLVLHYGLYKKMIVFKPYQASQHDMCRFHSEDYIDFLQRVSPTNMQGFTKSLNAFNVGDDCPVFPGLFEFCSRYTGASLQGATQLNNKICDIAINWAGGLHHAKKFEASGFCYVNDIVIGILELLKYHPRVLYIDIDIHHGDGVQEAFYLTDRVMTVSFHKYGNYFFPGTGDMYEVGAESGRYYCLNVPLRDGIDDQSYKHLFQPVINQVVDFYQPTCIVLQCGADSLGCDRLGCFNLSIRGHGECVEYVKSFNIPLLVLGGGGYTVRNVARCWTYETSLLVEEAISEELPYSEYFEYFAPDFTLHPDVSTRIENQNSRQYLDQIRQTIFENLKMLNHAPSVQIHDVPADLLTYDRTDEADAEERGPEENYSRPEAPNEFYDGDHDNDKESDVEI
# ANO1 activ = TMEM16A chloride channel activators or potentiators, primary screen, cell-based, HTS | Anoctamin-1 (Mus musculus), Q8BHY3 | HEK293 TMEM16A/YFP-H148Q/I152L, iodide quench fluorescence; stronger effect = lower value | B-score at 10 µM | actives 0.3% (n = 340,000);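 active means fluorescence-ratio B-score plate-corrected deviation score at least 3 library SD below zero, with starting fluorescence score within 5 deviations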;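 further: channel opened by trigger with iodide after compound preincubation; score built on the fluorescence ratio of max minus min over baseline; more negative score means more quench and so TMEM16A activation or potentiation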
# TMEM16A inh = TMEM16A chloride channel inhibitors, primary screen, cell-based, HTS | HEK293 TMEM16A/YFP iodide influx fluorescence, ionomycin | normalized B-score (activity score, 25-100; higher = stronger inhibition) at 10 µM | Anoctamin-1 (Mus musculus), Q8BHY3 | AID 588511, 2011 | actives 1.2% (n = 310,000);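 active means ratio plate-corrected score three or more library SD toward inhibition, starting fluorescence score within five deviations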;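 further: score derived from kinetic fluorescence span divided by baseline fluorescence per well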
# MrgX1 PAM = positive allosteric modulators of MrgX1, primary screen, HEK293 cells, Fluo-4 calcium flux; Mas-related G-protein coupled receptor member X1 (Homo sapiens), Q96LB2; FDSS; stronger effect = higher value; B-score at 10 µM; actives 0.63% (n = 310,000);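 active means plate-corrected calcium response at least 3 library SD above typical, normal starting fluorescence, not activating the receptor alone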;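 further: compound read alongside a low EC10 to EC30 dose of BAM8-22 agonist; peak minus trough fluorescence over baseline measured at the second addition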
# SKKanGAS inh = S. pyogenes SKKanGAS growth inhibitors in kanamycin, primary screen, streptokinase expression inhibitor project, SKKanGAS strain, BacTiter-Glo luminescence. actives 1.3% (n = 300,000). inhibition, % at 7.5 µM. 6 h;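 active means mean replicate score, as percent of positive control median, at least 50; inconclusive means mean below 50 but one replicate at or above 50; inactive means mean and every replicate below 50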;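 further: strain carries kanamycin resistance gene driven by streptokinase promoter and grows in 40 µg/ml kanamycin; loss of luminescence reflects streptokinase promoter inhibition or plain growth inhibition; 0% = median of DMSO wells and 100% = positive control at its reference dose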
# RGS4 block = RGS4 inhibitors, primary screen, cell-based, HEK293 M3R inducible RGS4, calcium flux; Fluo-4 calcium flux; stronger effect = higher value; triggered by carbachol at its EC20; B-score at 10 µM; actives 0.45% (n = 310,000);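 active means B-score, a plate-corrected calcium signal, over three deviations above library mean, with baseline fluorescence within five deviations of library mean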;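 further: RGS4 expression induced by doxycycline in cells with stable M3 receptor; B-score is computed from the integrated fluorescence ratio over baseline after carbachol; higher B-score means a larger calcium signal and so more RGS4 inhibition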
# Target sequence (P49798 whole entry, looked up): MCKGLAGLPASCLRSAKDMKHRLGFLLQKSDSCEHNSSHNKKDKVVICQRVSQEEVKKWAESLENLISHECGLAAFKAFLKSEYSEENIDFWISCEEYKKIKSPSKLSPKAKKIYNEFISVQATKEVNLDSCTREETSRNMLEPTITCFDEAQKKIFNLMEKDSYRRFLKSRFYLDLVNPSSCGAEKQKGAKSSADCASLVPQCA
# * = called active by the depositor; i = inactive; ? = inconclusive; / = not tested or not shown.
SMILES,TRPC6 inhibitor,TRPC6 act,MrgX1 antag,MrgX1 agonist,RGS4 act,HDAC3 inhib,ANO1 activ,TMEM16A inh,MrgX1 PAM,SKKanGAS inh,RGS4 block
Cc1c(C(=O)N2CCC[C@H]2CO)oc2c(F)cccc12,i,i,i,i,i,0.6,i,i,i,-0.1,i
c1ccc(-c2noc(-c3ccco3)n2)nc1,i,i,i,i,i,8.8,i,i,i,1.4,i
Cc1[nH]c(=O)c(C#N)c(C)c1Cl,i,i,i,i,i,-11.4,i,i,i,-2.1,i
C[C@]1(C(=O)NCCN2CCOCC2)C=C[C@@H](Cc2ccccc2)N1C(=O)c1ccccc1,i,i,i,i,i,1.3,i,i,i,-1.0,i
COc1ccc(N2CCN(C(=O)C(=O)c3c(C)n(C)c4ccccc34)CC2)cc1,i,i,i,i,i,-13.3,i,i,i,-2.9,i
O=C(O)c1ccc(NC2=C(n3nnc4ccccc43)C(=O)c3ccccc3C2=O)cc1,i,i,i,i,i,3.2,i,i,i,15.4,i
Cc1ccc(-n2cc(CNCCCn3cccn3)c(-c3cccc(C)c3)n2)cc1,i,i,i,i,i,5.4,i,i,i,16.7,i
Cc1ccc(C(=O)CCC(=O)Nc2cccc(C)c2)cc1,i,i,i,i,i,0.0,i,i,i,-3.4,i
C=CCN1C(=O)CSC1=Nc1ccc(NC(C)=O)cc1,i,i,i,i,i,-7.6,i,i,i,0.8,i
NS(=O)(=O)c1ccc(CNC(=O)c2cc(-c3cccnc3)nc3ccc(Br)cc23)cc1,i,i,i,i,i,-1.2,i,i,i,1.2,i
CCOC(=O)N1CCN(C2CCCN(C(=O)c3cccc(N(C)C)c3)C2)CC1 (stereo unspecified),i,i,i,i,i,2.4,i,i,i,-3.1,i
COc1ccc(C2C(C(=O)c3ccc(C)o3)=C(O)C(=O)N2CC2CCCO2)cc1OC (stereo unspecified),i,i,i,i,i,2.9,i,i,i,-1.4,i
Cn1c(C(O)c2ccc3c(c2)OCO3)nc2ccccc21 (stereo unspecified),i,i,i,i,i,1.2,i,i,i,2.2,i
N/C(Cc1cccs1)=N\OC(=O)COc1ccccc1,i,i,i,i,i,4.1,i,i,i,-2.2,i
COc1ccc(-c2nnn(CC(=O)N(CCN3CCOCC3)C(C(=O)NC3CCCCC3)c3ccco3)n2)cc1 (stereo unspecified),i,i,i,i,i,1.7,i,i,i,8.1,i
CCn1nc(C(=O)OCC(=O)N2CCc3ccccc32)c2ccccc2c1=O,i,i,i,i,i,5.8,i,i,i,-5.5,i
COCCNC(=O)CCn1nc(-c2ccc(C)cc2)c2ccccc2c1=O,i,i,i,i,i,1.3,i,i,i,-1.7,i
COc1ccc(/C=N/NC(=O)CSCc2ccc([N+](=O)[O-])cc2)cc1OC,i,i,i,i,i,7.2,i,i,i,3.0,i
CC(C)NC(=S)N1CCN(C/C=C/c2ccccc2)CC1,i,i,i,i,i,-5.4,i,i,i,0.9,i
O=C(Nc1ccc(C(=O)N2CCCC2)cc1)c1ccccc1Br,i,i,i,i,i,3.2,i,i,i,8.8,i
O=S(=O)(Nc1ccc(O)c(NS(=O)(=O)c2ccccc2)c1)c1ccccc1,i,i,i,i,i,-2.6,i,i,i,-1.0,i
CCCC(=O)Nc1nnc(-c2ccc3c(c2)OCO3)s1,i,i,i,i,i,-9.7,i,i,i,1.3,i
CCOC(=O)N1CCC(NC(=O)CSc2cc(=O)n(C)c3ccccc23)CC1,i,i,i,i,i,1.7,i,i,i,-1.2,i
CSc1nc2ccc(NC(=O)C3CC(=O)N(Cc4ccccc4)C3)cc2s1 (stereo unspecified),i,i,i,i,i,4.7,i,i,i,0.0,i
COc1ccc(/C=N/NS(=O)(=O)c2ccccc2)cc1OS(=O)(=O)c1ccccc1,i,i,i,i,i,4.2,i,i,i,5.8,i
O=C(NCCCn1ccnc1)c1ccncc1,i,i,i,i,i,-3.5,i,i,i,-12.4,i
COC(=O)c1ccc(NC2=C(Cl)C(=O)OC2OC(=O)c2ccccc2)cc1 (stereo unspecified),i,i,i,i,i,-5.4,i,i,i,-10.5,i
COc1ccc(NC(=O)Cn2nnc(C(=O)NCc3cccs3)c2N)cc1,i,i,i,i,i,0.9,i,i,i,-3.9,i
COc1cc(C(CC(=O)Nc2ccc(Cl)cn2)N2Cc3ccccc3C2=O)cc(OC)c1OC (stereo unspecified),i,i,i,i,i,-1.3,i,i,i,-4.1,i
CCN1CCN(Cc2nc3c(c(=O)n(C)c(=O)n3C)n2Cc2cccc3ccccc23)CC1,i,i,i,i,i,5.2,i,i,i,0.0,i
O=C(CN1C(=O)c2ccccc2S1(=O)=O)N1CCN(Cc2ccc3c(c2)OCO3)CC1,i,i,i,i,i,-20.0,i,i,i,-1.6,i
Cn1c(SCC(=O)NC(C)(C)C)nnc1-c1ccc(C(C)(C)C)cc1,i,i,i,i,i,11.7,i,i,i,-13.6,i
Cc1ccc(-c2noc(CCC(=O)N3CCN(c4cccc(C(F)(F)F)c4)CC3)n2)cc1,i,i,i,i,i,?,i,25*,i,19.7,i
O=C(Nc1cccc2ccccc12)/C(=C/c1ccc([N+](=O)[O-])cc1)NC(=O)c1ccccc1,-6.03*,i,i,i,i,0.9,i,i,i,5.0,i
O=S(=O)(c1ccc(Br)cc1)N1CCN(Cc2ccco2)CC1,i,i,i,i,i,-19.8,i,i,i,-8.9,i
COC(=O)c1c(-c2ccccc2)noc1C,i,i,i,i,i,3.3,i,i,i,0.0,i
CC(C)(Oc1ccc(CCNC(=O)c2ccc(-c3ccc(Cl)cc3)o2)cc1)C(=O)O,i,i,i,i,i,?,i,i,i,0.8,i
COc1ccc2cc(/C=C/C(=O)c3ccco3)c(Cl)nc2c1,i,i,i,i,i,-29.0,/,i,i,0.0,i
COc1ccc(-n2c(=O)c(CCC(=O)N3CCN(c4ccccc4O)CC3)nc3ccccc32)cc1,i,i,i,i,i,3.6,i,i,i,1.1,i
COC(=O)c1ccc(C(=S)NCC2(N(C)C)CCCCC2)cc1,i,i,i,i,i,5.8,i,i,i,-4.8,i
CCOC(=O)/C(C#N)=C/c1cccc([N+](=O)[O-])c1,i,i,i,i,i,6.1,i,i,i,0.5,i
Cc1ccccc1-n1c(SCC(=O)Nc2ccccc2Cl)nc2n[nH]c(C)c2c1=N,i,i,i,i,i,2.5,i,i,i,10.5,i
CCOC(=O)CNS(=O)(=O)c1ccc2c3c(cccc13)C(=O)N2CC,i,i,i,i,i,3.5,i,i,i,-0.5,i
CC(C)CCNc1ncnc2c1nnn2Cc1ccccc1Cl,i,i,i,i,i,1.8,i,i,i,-3.1,i
C=C(C)COc1ccc(-c2nc(N)ncc2Oc2ccccc2OC)c(O)c1,/,/,i,i,/,29.8*,i,i,i,/,/
O=C(CSC(=S)N1CCOCC1)N1N=CCC1c1ccccc1 (stereo unspecified),i,i,i,i,i,1.7,i,i,i,-9.5,i
CC(=O)N1CCN(CC(c2ccccc2)c2ccccc2)CC1,i,i,i,i,i,5.5,i,i,i,-5.7,i
Cn1c(NC(=O)C(C)(C)Oc2ccc(Cl)cc2)cc(=O)n(C)c1=O,i,i,i,i,i,-3.8,i,i,i,-2.4,i
CC(C)Oc1ccc(C(=O)Nc2ccc(NC(=O)c3ccco3)c(Cl)c2)cc1,i,i,i,i,i,4.5,i,i,i,4.8,i
C=CCNC(=S)NNC(=O)c1cccc2ccccc12,i,i,i,i,i,-1.3,i,i,i,-3.4,i
COc1ccc(C)cc1NC(=O)NC(C)c1ccc2c(c1)OCO2 (stereo unspecified),i,i,i,i,i,0.6,i,i,i,0.8,i
COc1ccc(-n2c(=S)[nH]c3cc(C(=O)NCc4ccco4)ccc3c2=O)cc1OC,i,i,i,i,i,2.6,i,i,i,1.0,i
CC(=O)N1CCc2c(sc(NC(=O)CCS(=O)(=O)c3ccc(C)cc3)c2C(N)=O)C1,i,i,i,i,i,-8.8,i,i,i,-3.0,i
COc1ccccc1N(C(=O)c1snc(C(N)=O)c1N)C(C(=O)NC1CCCC1)c1ccco1 (stereo unspecified),i,i,i,i,i,-16.0,i,i,i,3.7,i
O=C(CCNC(=O)Cn1ccc2ccccc2c1=O)NCCN1CCN(c2cccc(Cl)c2)CC1,i,i,i,i,i,-13.7,i,i,i,0.6,i
O=[N+]([O-])c1ccc(COc2ncnc3ccccc23)cc1,i,i,i,i,i,6.4,i,i,i,0.6,i
Oc1ccc(Cl)cc1C1=NNC(c2cc(Br)cc3c2OCOC3)C1 (stereo unspecified),i,i,i,i,i,0.8,i,i,i,31.8,i
Cc1cc(C)nc(CCNC(=O)CC2C(=O)NCCN2Cc2ccc(F)cc2Cl)n1 (stereo unspecified),i,i,i,i,i,-5.5,i,i,i,9.3,i
Cc1cccc(-n2c(Cc3cc(=O)[nH]c(=O)[nH]3)nnc2SCC(=O)Nc2cccc(C(F)(F)F)c2)c1,i,i,i,i,i,4.6,i,i,i,1.2,i
CCCC(=O)C1=C(O)C(C(=O)OC)C(C)(C)CC1=NC(C)(C)C (stereo unspecified),i,i,i,i,i,4.9,i,i,i,6.1,i
# Next results.
SMILES,TRPC6 inhibitor,TRPC6 act,MrgX1 antag,MrgX1 agonist,RGS4 act,HDAC3 inhib,ANO1 activ,TMEM16A inh,MrgX1 PAM,SKKanGAS inh,RGS4 block
COc1ccc(CCNC2=NCCS2)cc1,i,i,i,i,i,-3.9,i,i,i,-1.9,i
COc1ccc2cc(C(=O)N/N=C/c3cc(OC)c(OC)c(OC)c3)[nH]c2c1,i,i,i,i,i,/,i,i,i,26.0,i
C=CCN1C(=O)CN=C1Nc1ccc(OC)cc1OC,i,i,i,i,i,-3.4,i,i,i,1.8,i
COCCN1Cc2cccc(C(=O)Nc3ccc4c(c3)OCCO4)c2C1=O,i,i,i,i,i,4.2,i,i,i,15.8,i
COc1ccc(C)cc1NC(=O)C1CCCN(S(=O)(=O)c2cccc3cccnc23)C1 (stereo unspecified),i,i,i,i,i,-0.6,i,100*,i,-3.1,i

# High-throughput results as filed in PubChem BioAssay.
